Growth percent in the NCI-60 one-dose screen (48 h, 10 µM unless noted): 100 = growth as untreated, 0 = no growth, -100 = all killed.
NCI-H322M – NCI-H322M lung cancer; 80,000 compounds, 2.7% hits; AID 1794733
SK-OV-3 – SK-OV-3 ovarian cancer cells. 80,000 compounds, 3.2% hits
NCI-H226 – NCI-H226 lung cancer. 79,000 compounds, 3.5% hits
NCI-H522 – NCI-H522 lung cancer; 78,000 compounds, 8% hits; AID 1794739
NCI-H23 – NCI-H23 lung cancer; 80,000 compounds, 4% hits
NCI-H460 – NCI-H460 lung cancer | AID 1794736 | 82,000 compounds, 6.8% hits
IGROV1 – IGROV1 ovarian cancer | 79,000 compounds, 4.7% hits
OVCAR-4 – OVCAR-4 ovarian cancer cells; 80,000 compounds, 3.7% hits; AID 1794784
NCI/ADR-RES – NCI/ADR-RES ovarian cells; 81,000 compounds, 4.4% hits; AID 1794790
The depositor's hits bear a star; . = no result given. Rule for the calls: active = growth percent below 10; inactive = the rest. Hits appear at their usual frequency; about 11% have a hit in one of these screens.

item | SMILES | SK-OV-3 | OVCAR-4 | NCI/ADR-RES | NCI-H460 | NCI-H23
1 | CC1(C)[C@@H]2CC[C@@]1(C)/C(=N/O)C2 | 110.8 | 106.7 | 110.8 | 116.9 | 102.0
2 | COc1ccc(S(=O)(=O)O)cc1NS(=O)(=O)c1ccc(C)cc1 | 102.2 | 102.3 | 108.4 | 107.3 | 106.0
3 | Cc1ccc(NS(=O)(=O)c2cc(C)ccc2C)cc1 | 56.3 | 92.6 | 3.0* | 14.4 | 59.2
4 | CCOC(=O)C1=CC2C(=O)N(c3ccccc3)C(=S)N2C1=O (stereo unspecified) | 108.6 | 96.2 | 101.9 | 109.0 | 92.0
5 | COc1ccc(/C=C2\CN(C(=O)C(Cl)Cl)C/C(=C\c3ccc(OC)c(OC)c3)C2=O)cc1OC | 48.3 | 19.8 | 13.7 | -51.9* | -51.8*
6 | COc1cc(C(=O)N2N=C(c3ccc(S(C)(=O)=O)cc3)CC2c2ccco2)cc(OC)c1OC (stereo unspecified) | 84.3 | 84.1 | 63.1 | 58.2 | 76.9
7 | CCOC(=O)c1cc(C(=O)c2cc(OC)c(OC)c(OC)c2)n2ccccc12 | 22.3 | 67.9 | 10.7 | 14.2 | 38.9
8 | COc1ccc(C(=O)/C=C/c2cn(-c3ccccc3)nc2-c2ccc(Cl)cc2)cc1 | 93.8 | 85.9 | 74.2 | 78.2 | 61.2
9 | C=C(C=O)[C@@H]1CC[C@]2(COC(C)=O)CC[C@]3(C)C(CC[C@@H]4[C@@]5(C)CC[C@H](OC(C)=O)C(C)(C)[C@@H]5CC[C@]43C)[C@@H]12 (stereo partly specified) | 50.3 | 16.2 | 1.5* | -23.2* | -22.4*
10 | Cc1ccc(Cc2c[nH]c(=S)[nH]c2=O)cc1 | 108.3 | 96.3 | 98.6 | 101.3 | 86.4
11 | Cc1cc(N=C2NC(=O)/C(=C/c3cccs3)S2)no1 | 85.3 | 76.9 | 75.1 | 43.7 | .
12 | CCCOc1ccc(/C=N/NC(N)=S)cc1 | 101.4 | 60.2 | 73.3 | 105.4 | 90.8

item | IGROV1 | NCI-H226 | NCI-H322M | NCI-H522
1 | 121.2 | 105.8 | 115.8 | 103.9
2 | 108.0 | 97.2 | 98.4 | 106.0
3 | 53.8 | 79.1 | 88.7 | 11.5
4 | 97.4 | 82.7 | 109.4 | 101.6
5 | -43.9* | 42.8 | 30.0 | -14.1*
6 | -2.7* | 77.4 | 95.0 | 11.9
7 | 49.6 | 34.5 | 49.7 | 26.0
8 | 130.3 | 87.7 | 75.2 | 83.4
9 | -32.8* | -55.5* | 40.5 | -35.5*
10 | 92.4 | 93.5 | 85.1 | 87.7
11 | 68.1 | 71.5 | 68.1 | 89.7
12 | 56.1 | 95.9 | 94.2 | .

(listing goes on)
item | SMILES | SK-OV-3 | OVCAR-4 | NCI/ADR-RES | NCI-H460 | NCI-H23
13 | O=C(c1sc(-c2ccc(F)cc2)cc1O)N1CCOCC1 | 103.2 | 88.8 | 101.2 | 104.5 | 98.8
14 | CCNCCNc1cc(-c2ccc(C(F)(F)F)cc2)c(C#N)c2nc3cc(Cl)c(Cl)cc3n12 | 67.6 | -81.9* | -79.2* | -71.6* | -76.6*
15 | C/C(=N\NC(=O)CSc1nc(-c2cnccn2)cc(-c2cccs2)c1C#N)c1ccc(Cl)cc1 | 109.7 | 90.9 | 94.9 | 107.0 | 93.0
16 | COc1ccc(C(=S)N2CCN(c3ccc(Cl)cc3)CC2)cc1OC | 96.8 | 74.5 | 104.5 | 101.8 | 92.9
17 | COc1cc2ncnc(Nc3ccc(F)c(Cl)c3)c2cc1OCC(=O)N1CCCCC1 | 21.3 | 71.7 | 62.1 | 95.5 | 91.0
18 | COc1cccc(Oc2nc(Nc3ccc(N4CCOCC4)cc3)ncc2NC(=O)Nc2c(Cl)cccc2Cl)c1 | 86.5 | 84.9 | 89.1 | 73.5 | 85.3
19 | COc1ccc2cc(C(=O)c3cn(-c4ccc(C)cc4)nc3C(C)=O)ccc2c1 | 83.5 | 49.2 | 64.2 | 82.7 | 83.9
20 | O=NN(C(=O)NCc1cccnc1)C1CCCCC1 | 107.5 | 95.6 | 112.0 | 107.3 | 105.0
21 | CC(=O)Nc1ccc(NC(C)=O)c([N+](=O)[O-])c1 | 111.7 | 108.0 | 112.3 | 106.1 | 109.1
22 | Cn1c(O)c(/C=C2\C=c3ccccc3=N\C2=N\c2nccs2)c(=O)n(C)c1=O | . | 75.4 | 88.0 | 80.3 | 83.0
23 | Cc1cc(Cl)nc(Cl)n1 | 104.2 | 116.1 | 101.0 | 103.8 | 97.9
24 | C[C@@H]1O[C@H](/C=C/c2ccccc2F)[C@@H](O)[C@H]1O | . | . | 105.1 | 108.3 | 98.6

item | IGROV1 | NCI-H226 | NCI-H322M | NCI-H522
13 | 107.8 | 116.6 | 103.8 | 98.8
14 | -77.8* | 99.8 | -95.4* | -73.3*
15 | 103.1 | 91.6 | 102.4 | 93.7
16 | 93.7 | 82.5 | 105.9 | 83.9
17 | 42.8 | 86.8 | 29.0 | 33.1
18 | 91.0 | 113.3 | 88.5 | 65.9
19 | 70.0 | 99.8 | 79.5 | 35.4
20 | 117.5 | . | 104.0 | 100.9
21 | 108.4 | 97.0 | 103.5 | 98.9
22 | 61.9 | . | 85.1 | 81.6
23 | 109.9 | 97.7 | 112.1 | 44.8
24 | 95.4 | 101.6 | 99.2 | 95.1

Of the compounds above, three have a thiophene ring, fused or not:
item | SMILES | SK-OV-3 | OVCAR-4 | NCI/ADR-RES | NCI-H460 | NCI-H23
11 | Cc1cc(N=C2NC(=O)/C(=C/c3cccs3)S2)no1 | 85.3 | 76.9 | 75.1 | 43.7 | .
13 | O=C(c1sc(-c2ccc(F)cc2)cc1O)N1CCOCC1 | 103.2 | 88.8 | 101.2 | 104.5 | 98.8
15 | C/C(=N\NC(=O)CSc1nc(-c2cnccn2)cc(-c2cccs2)c1C#N)c1ccc(Cl)cc1 | 109.7 | 90.9 | 94.9 | 107.0 | 93.0

item | IGROV1 | NCI-H226 | NCI-H322M | NCI-H522
11 | 68.1 | 71.5 | 68.1 | 89.7
13 | 107.8 | 116.6 | 103.8 | 98.8
15 | 103.1 | 91.6 | 102.4 | 93.7

Next part
item | SMILES | SK-OV-3 | OVCAR-4 | NCI/ADR-RES | NCI-H460 | NCI-H23
25 | Cn1c(N)c(N=O)c(=O)n(C)c1=S | 103.5 | 109.0 | 100.5 | 110.9 | 101.0
26 | O=S(=O)(O)c1ccc2cc(O)c(S(=O)(=O)O)cc2c1 | 112.0 | 108.7 | 109.3 | 104.3 | 101.9
27 | c1cc[n+](Cc2ccc3ccccc3n2)cc1 | 88.9 | 120.2 | 99.5 | 103.4 | 99.0
28 | COc1ccc(/C(=C\c2ccccc2)C(=O)O)cc1OC | 105.3 | 102.6 | 93.8 | 100.5 | 93.6
29 | O=c1[nH]c2c(cc1S(=O)(=O)c1ccccc1)CCc1c-2cnn1-c1ccccc1 | 110.6 | 89.7 | 95.5 | 113.8 | 98.0
30 | COc1cc(/C=C2\Cc3ccccc3C2=O)cc(OC)c1OC | 108.4 | 93.3 | 104.5 | 108.4 | 98.2
31 | OC(CBr)c1cc(-c2ccc(Cl)cc2)nc2cc(Cl)ccc12 (stereo unspecified) | 102.3 | 107.7 | 88.6 | 95.1 | 86.4
32 | CN1CCN(c2ccc(NC(=O)c3cncnc3Nc3ccc4c(ccn4Cc4ccccn4)c3)cc2)CC1 | 104.8 | 84.0 | 90.7 | 98.1 | 93.3
33 | CC1(C)CC(=O)C2=C(C1)N(c1ccc(OC(F)(F)F)cc1)C(N)=C(C#N)C2c1cc(Cl)ccc1Br (stereo unspecified) | 86.0 | 89.8 | 88.7 | 98.2 | 98.6
34 | COc1ccc2c(c1)O/C(=C\c1cccc(OCC(=O)Nc3nc4c(s3)CCCC4)c1)C2=O | 90.9 | 62.4 | -9.5* | 114.6 | 37.8
35 | c1ccc(C2=Nn3c(nnc3-c3ccccc3)SC2)cc1 | 107.5 | 100.8 | 93.6 | 104.5 | 105.4
36 | O=Nc1c(-c2c(O)[nH]c3ccc([N+](=O)[O-])cc23)[nH]c2ccc(O)cc12 | -9.5* | 19.7 | 42.0 | -28.5* | 3.2*

item | IGROV1 | NCI-H226 | NCI-H322M | NCI-H522
25 | 112.8 | 110.3 | 120.7 | 89.5
26 | 111.4 | 100.8 | 106.3 | 98.6
27 | 97.5 | 95.0 | 103.4 | 84.8
28 | 96.0 | 83.5 | 98.0 | 101.0
29 | 101.1 | 107.6 | 102.7 | 78.2
30 | 92.1 | 100.0 | 99.6 | 75.9
31 | . | 88.5 | . | 95.0
32 | 98.7 | 83.8 | 95.1 | 96.0
33 | 95.7 | 92.0 | 94.5 | 92.7
34 | . | 86.9 | 95.4 | -91.4*
35 | 93.2 | 94.2 | 92.2 | 96.0
36 | 6.4* | -4.7* | 7.2* | -79.1*

New compounds follow:
item | SMILES | SK-OV-3 | OVCAR-4 | NCI/ADR-RES | NCI-H460 | NCI-H23
37 | COc1ccc(C(=O)/C=C/c2c(C)nn(-c3ccccc3)c2/N=C/N(C)C)cc1 | 102.1 | 88.4 | 85.0 | 102.7 | 96.0
38 | CSc1nc(=O)n(-c2ccc3c(c2)OCCO3)c(=O)n1Cc1ccc(C(C)(C)C)cc1 | 87.2 | 87.4 | 100.5 | 106.8 | 101.8
39 | O=C(N/N=C/c1ccc(Br)s1)c1[nH]c2ccc(Br)cc2c1-c1ccccc1 | 40.6 | 71.1 | 16.6 | 3.5* | .
40 | CCCOCC(O)c1ccccc1 (stereo unspecified) | 100.7 | 104.5 | 100.4 | 128.9 | 99.8
41 | N#CC(c1ccccc1)C(C/C(=N\O)c1ccccc1)c1ccccc1 (stereo unspecified) | 76.4 | . | 85.4 | 88.4 | 76.7
42 | O=C(O)/C=C/c1cn(-c2ccccc2)nc1-c1ccc(Cl)cc1 | 79.9 | 102.0 | 101.5 | 95.4 | 90.0
43 | COc1ccc(C2CC(c3ccc(N4CCOCC4)cc3)=NN2c2nc(-c3ccc(F)cc3)c(C#N)c(N3CCOCC3)n2)cc1OC (stereo unspecified) | 97.7 | 98.8 | 94.5 | 99.5 | .
44 | Oc1ccc(CCn2c(O)c(/C=C3\C=Nc4ccccc43)sc2=S)cc1 | 106.7 | 80.9 | 43.0 | 84.0 | 95.8
45 | COc1cc(OC)cc(N2C(=O)N(Cc3ccc(C(C)(C)C)cc3)c3ccccc3S2(=O)=O)c1 | 93.4 | 81.8 | 73.2 | 93.9 | 82.8
46 | CCOC(=O)c1cnc2ccc(Br)cc2c1Nc1cccc(S(=O)(=O)NC)c1 | 96.2 | 82.4 | 80.4 | 102.5 | 84.7
47 | COC(=O)C1=Nc2c/c(=C\c3[nH]c(=S)[nH]c3O)oc2=C1 | 114.1 | 100.9 | 100.6 | 108.5 | 108.5
48 | COc1cc(/C=C/C(=O)c2c(C)nc3ccccc3c2C)ccc1OCCCOc1cc2c(cc1OC)C(=O)N1CCC[C@H]1C=N2 | -10.0* | -10.9* | 13.9 | -61.0* | -19.5*

item | IGROV1 | NCI-H226 | NCI-H322M | NCI-H522
37 | 75.2 | 82.1 | 91.3 | 77.6
38 | 74.1 | 93.3 | 88.8 | 62.3
39 | 18.1 | 52.6 | 48.2 | -38.5*
40 | 88.9 | 95.7 | 115.0 | 98.1
41 | 94.3 | 85.8 | 101.3 | 47.2
42 | 81.9 | 90.2 | 93.1 | 79.0
43 | 93.2 | 92.5 | 104.3 | 85.8
44 | 76.9 | 104.2 | 85.5 | 74.1
45 | 86.4 | . | 83.3 | 76.9
46 | 89.5 | 90.8 | 98.3 | 83.6
47 | . | 69.5 | 79.3 | .
48 | -61.7* | -4.6* | -58.6* | -56.9*

(cont.)
item | SMILES | SK-OV-3 | OVCAR-4 | NCI/ADR-RES | NCI-H460 | NCI-H23
49 | CCOC(=O)/C(C#N)=C\c1ccc(N(CC)CC)cc1 | 95.1 | 89.8 | 96.3 | 87.9 | 94.0
50 | NS(=O)(=O)c1ccc(CCn2c(SCC(=O)N/N=C/c3cc(Cl)ccc3Cl)nc3ccccc3c2=O)cc1 | 75.8 | 20.3 | 66.5 | 60.5 | 34.4
51 | O=C(/C=C/C(=O)N1CCc2ccccc2C1)N1CCc2ccccc2C1 | 143.6 | 94.7 | 88.5 | 107.2 | 101.0
52 | Nc1nc(-c2cc(-c3ccco3)nc(N)n2)cc(-c2ccco2)n1 | 113.1 | 108.6 | 104.9 | 105.0 | 111.5
53 | CNc1ccc(Br)c2c1C(=O)c1ccccc1C2=O | 111.9 | 100.4 | 102.7 | 105.1 | 98.3
54 | CC(=O)NNC(=S)/N=C/c1c(C)[nH]n(-c2ccccc2)c1=O | 97.8 | 103.9 | 104.0 | 97.0 | 105.0
55 | CCCCCCCCN(CCCCCCCC)CC(O)c1cc(Cl)ccc1OC (stereo unspecified) | 78.1 | 66.9 | 82.6 | 62.6 | 56.0
56 | C(CCCCCCCCCCOC1CCCCC1)CCCCCCCCCOC1CCCCC1 | 104.6 | 121.9 | 106.6 | 112.1 | 101.0
57 | C[C@H]1c2[nH]c3ccccc3c2C[C@@H]2C(=O)N(Cc3ccccc3)C(=S)N21 | 106.9 | 86.2 | 93.7 | 99.5 | 99.7
58 | O=C(CC(O)(c1ccccc1)c1ccccc1)Nc1ccccn1 | 96.0 | 94.6 | 101.6 | 103.9 | 92.1

item | IGROV1 | NCI-H226 | NCI-H322M | NCI-H522
49 | 106.0 | 105.1 | 102.6 | 74.8
50 | 50.1 | 37.6 | 66.2 | 54.7
51 | 121.8 | 135.4 | 102.0 | 67.8
52 | 109.3 | 111.1 | 106.4 | 98.4
53 | 99.1 | 104.3 | 109.6 | 98.0
54 | 106.8 | 83.3 | 98.0 | 94.3
55 | 84.9 | 62.0 | 94.7 | 68.0
56 | 104.9 | 110.6 | 125.7 | 114.6
57 | 97.4 | 90.7 | 88.6 | 83.0
58 | 107.7 | 103.3 | 108.1 | 97.6
